TROY NFkB inh: inhibitors of TROY-driven NF-kB signaling, primary screen, Q293 LMP1-TROYcd cells, NF-kB luciferase, uHTS | Q293 LMP1-TROYcd NF-kB luciferase reporter, 4 h | inhibition, % at 10 µM | 360,000 compounds, 0.98% hits | AID 1347056, 2019;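 active = compounds whose plate-normalised and pattern-corrected inhibition of the luciferase reporter signal at the single screening dose is 50% or more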
TRAIL sens C8: viability loss with TRAIL in NB7+C8 cells, primary screen, TRAIL sensitizer project, cell-based, ATPlite luminescence | AID 624354, 2012 | inhibition (viability loss, TRAIL sensitization), % at 10 µM | 360,000 compounds, 1% hits;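 active = compounds causing at least 50% loss of cell viability in the single-dose screen, relative to plate controls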
LRH-1 inv ag: LRH-1 (NR5A2) inverse agonists, primary screen, cell-based, luminescence, HEK293T, StAR-luciferase reporter | Nuclear receptor subfamily 5 group A member 2 (Homo sapiens), O00482 | LRH-1 transfected, 24 h | inhibition, % at 3.6 µM | 360,000 compounds, 0.13% hits | AID 602396, 2012;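 active = inhibition above the mean inhibition of all tested compounds plus 3 SD, cut at about 73% in these data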;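 also: 0% = DMSO wells and 100% = reporter-only cells lacking LRH-1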
Target sequence (O00482 whole entry, looked up): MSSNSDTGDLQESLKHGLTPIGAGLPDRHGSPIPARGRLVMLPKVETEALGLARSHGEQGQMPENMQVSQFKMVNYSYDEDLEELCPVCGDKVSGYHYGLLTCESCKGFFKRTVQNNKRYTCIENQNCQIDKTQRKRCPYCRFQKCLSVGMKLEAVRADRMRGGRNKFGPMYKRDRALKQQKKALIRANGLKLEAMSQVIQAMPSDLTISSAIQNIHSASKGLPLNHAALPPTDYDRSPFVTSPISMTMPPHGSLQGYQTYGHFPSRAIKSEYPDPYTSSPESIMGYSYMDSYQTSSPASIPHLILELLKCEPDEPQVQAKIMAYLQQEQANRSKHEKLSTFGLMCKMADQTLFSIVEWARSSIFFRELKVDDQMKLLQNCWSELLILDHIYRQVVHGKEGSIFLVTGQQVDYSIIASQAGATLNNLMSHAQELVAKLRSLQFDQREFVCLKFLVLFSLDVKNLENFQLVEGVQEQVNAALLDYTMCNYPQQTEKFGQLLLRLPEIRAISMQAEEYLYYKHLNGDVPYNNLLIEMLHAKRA
SRC2 inh: inhibition of GAL4-SRC2 driven luciferase reporter, primary screen, SRC2 inhibitor project, cell-based, luminescence; Nuclear receptor coactivator 2 (Homo sapiens), Q15596; 370,000 compounds, 0.17% hits; AID 651957, 2012; HEK293 GAL4-SRC2 luciferase reporter; inhibition, % at 9 µM;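 active = inhibition above the mean inhibition of all tested compounds plus 3 SD, set per campaign, cut at about 52% in these data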;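 also: 0% = DMSO treated cells and 100% = cells given Gossypol at 36 µM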
KKLEB tox: cytotoxicity in KKLEB CF airway cells, primary screen, cytotoxicity control for CF NF-kB inhibitor project, cell-based, uHTS, fluorescence assay plates; KKLEB CF airway cells viability, ATPlite luminescence, overnight; stronger effect = lower value; cells stimulated with P. aeruginosa culture filtrate; activity change (cytotoxicity), % at 5 µM; 360,000 compounds, 0.36% hits; AID 602141, 2011;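 active = corrected activity change at or below -50% at 5 µM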
NCOA3 inh: SRC3 coactivator transcriptional activity inhibitors, primary screen, cell-based, luminescence; inhibition, % at 3.6 µM; 360,000 compounds, 0.17% hits; HEK293 GAL4-SRC3 luciferase reporter;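 active = inhibition above a per-campaign cutoff, the mean of all compounds plus 3 SD, cut at about 60% in these data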;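 also: 0% = DMSO-treated cells and 100% = gossypol-treated cells at 36 µM; higher means less SRC3-driven luciferase light from the GAL4 reporter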
NR2F2 inh: NR2F2 transcriptional activity inhibitors, primary screen, cell-based, luciferase reporter, HEK293T, luminescence; COUP transcription factor 2 (Homo sapiens), P24468; HEK293T NGFI-A luciferase reporter; inhibition, % at 8.6 µM; 370,000 compounds, 0.7% hits;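 active = inhibition above a per-plate cutoff, mean inhibition of test wells between control levels plus 3 SD, cut at about 38% in these data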;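 also: cells cotransfected with COUP-TFII expression vector driving the NGFI-A reporter; 0% = median of COUP-TF2 test wells and 100% = reporter-only cells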
Target sequence (P24468 whole entry, looked up): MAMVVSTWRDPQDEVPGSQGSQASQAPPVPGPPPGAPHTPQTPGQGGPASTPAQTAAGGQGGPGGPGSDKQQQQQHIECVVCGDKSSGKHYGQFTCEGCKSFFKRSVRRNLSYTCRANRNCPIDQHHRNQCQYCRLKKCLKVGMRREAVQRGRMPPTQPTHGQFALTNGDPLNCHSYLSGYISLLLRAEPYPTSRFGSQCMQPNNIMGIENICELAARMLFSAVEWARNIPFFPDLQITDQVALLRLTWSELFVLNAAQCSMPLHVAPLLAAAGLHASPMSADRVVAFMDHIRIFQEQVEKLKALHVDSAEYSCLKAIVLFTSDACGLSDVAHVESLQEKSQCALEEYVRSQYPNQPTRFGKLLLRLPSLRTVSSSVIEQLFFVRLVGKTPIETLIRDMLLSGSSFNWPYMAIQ
NCOA1 inh: SRC1 coactivator transcriptional activity inhibitors, primary screen, cell-based, luminescence. inhibition, % at 3.6 µM. HEK293 GAL4-SRC1 luciferase reporter. Nuclear receptor coactivator 1 (Homo sapiens), Q15788. 360,000 compounds, 0.12% hits;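 active = inhibition above the campaign mean plus 3 SD, with each screening campaign given its own cutoff, cut at about 60% in these data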;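 also: 0% = DMSO treated cells and 100% = gossypol at 36 µM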
CF NFkB inh: inhibitors of PAF-induced NF-kB signaling, primary screen, cell-based, GFP fluorescence, uHTS; KKLEB NF-kB-GFP reporter, GFP fluorescence overnight; inhibition, % at 5 µM; 360,000 compounds, 0.86% hits;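 active = at least 50% inhibition at 5 µM, scaled per plate between neutral and stimulator controls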;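 also: PAF is a Pseudomonas aeruginosa culture filtrate used as stimulus; plate controls were PAF-stimulated DMSO wells for no effect and unstimulated DMSO wells for full effect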
TWEAK-Fn14 inh: inhibitors of TWEAK-Fn14 signaling, primary screen, luciferase reporter cells, uHTS; TWEAK-stimulated Fn14 reporter cells, luciferase luminescence, 8 h; 360,000 compounds, 2% hits; inhibition, % at 10 µM; in the data active = inhibition above about 50%
EBV LMP1 NFkB: EBV LMP1-driven NF-kappaB luciferase reporter inhibitors, primary screen, cell-based, luminescence, single point | LMP1-induced NF-kappaB luciferase reporter cells | inhibition, % at 12.5 µM | 350,000 compounds, 0.69% hits | AID 504558, 2011; in the data active = inhibition above about 41%;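 also: 0% = neutral control wells and 100% = reference inhibitor control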
An asterisk follows results filed as active; / = not tested or not shown.

SMILES	TROY NFkB inh	TRAIL sens C8	LRH-1 inv ag	SRC2 inh	KKLEB tox	NCOA3 inh	NR2F2 inh	NCOA1 inh	CF NFkB inh	TWEAK-Fn14 inh	EBV LMP1 NFkB
COC(=O)[C@H](Cc1c[nH]c2ccccc12)NC(=O)NCc1ccc(OC)cc1	12	-20	7	-37	11	-15	-7	11	-10	1	6
Cc1sc2nc(CN3CCCC3)nc(NCc3ccncc3)c2c1C	-18	-7	-8	-7	-1	-4	-14	-8	-52	-32	6
O=S(=O)(Nc1ccc2c(c1)OCCO2)c1ccc(Br)s1	7	-12	16	8	2	5	0	-8	-5	25	3
Cc1ccccc1CSc1n[nH]c(NS(=O)(=O)c2ccccc2)n1	-5	8	-5	2	-14	1	-17	3	4	-8	-15
CCOc1ccc(NC(=O)CSc2nnc(Cn3cnc([N+](=O)[O-])n3)n2CC)cc1	-17	0	41	1	10	7	0	-6	-9	-11	-7
CCOC(=O)C1CCN(C(=O)c2ccc(OCC(=O)N3CCOCC3)c(OC)c2)CC1	7	-4	-14	-17	10	-6	22	-4	16	1	-4
O=C(C1CCCN(Cc2ccc3c(c2)OCO3)C1)N1CCCC1 (stereo not drawn)	-5	-6	-1	12	6	-19	7	-3	-5	-18	6
COc1ccc(CNC(=O)[C@@H]2CCCN2C(=O)[C@@H]2Cc3ccccc3CN2C(=O)OC(C)(C)C)cc1	-5	-19	2	13	-8	5	6	1	7	22	8
CC1(c2ccc3ccccc3c2)NC(=O)N(CC(=O)Nc2ncccc2O)C1=O (stereo not drawn)	6	2	15	-49	-1	1	2	-16	4	2	-3
CC(=O)NCCNC(=O)c1ccc(Sc2ccccc2)c([N+](=O)[O-])c1	-10	5	6	1	4	22	27	2	12	-21	-3
Nc1nc(N)c2ncn(C3C=CC(CO)C3)c2n1 (stereo not drawn)	-5	10	13	-14	-20	15	-15	5	17	-7	/
CCOC(=O)C1=C(CC)NC2=C(C(=O)CCC2)C1c1ccc(OC)c(OC)c1 (stereo not drawn)	-11	13	-5	15	2	-15	1	-20	-5	-15	-1
CC(NCC(=O)Nc1cc(S(=O)(=O)N2CCOCC2)ccc1N1CCOCC1)c1ccco1 (stereo not drawn)	2	2	3	10	26	0	6	-7	-15	-9	-11
CC(=O)Oc1ccc(NC(=O)Cc2ccccc2)c(C(=O)O)c1	3	1	1	24	0	10	1	-5	0	5	-2
Cc1ccc(NC(=S)Nc2ccc(C(C)C)cc2)cc1S(=O)(=O)N1CCCCCC1	17	28	11	11	2	3	17	13	16	67*	13
COc1ccc(CC(=O)Nc2c3c(nn2C(C)(C)C)CS(=O)(=O)C3)cc1OC	10	-13	-6	13	-13	13	-25	-16	0	9	1
CCN(CC)CC(=O)NC1CC(C)(C)Cc2c1cnn2-c1ccc(F)cc1 (stereo not drawn)	-2	-4	4	-10	7	7	3	-2	-5	0	0
Cn1c(=O)c2c(ncn2CC(=O)N2CCN(c3ccc([N+](=O)[O-])cc3)CC2)n(C)c1=O	-3	-14	0	-13	5	14	19	-2	-23	9	-33
O=C(NCCN1CCOCC1)c1ccc(-c2ccccc2)cc1	-63	-1	4	/	1	6	/	-19	-9	-7	-1
CCOC(=O)c1ccc(NC(=O)C2C3C=CC(C3)C2C(=O)O)cc1 (stereo not drawn)	-4	-14	-11	-29	-2	5	-11	-39	-4	4	-5
O=C1OC(COCC#Cc2ccccc2)CN1c1ccccc1 (stereo not drawn)	-13	-17	11	-31	-7	-19	-8	-4	4	-1	1
CC1CCCN(C(C(=O)Nc2ccc3c(c2)OCCO3)c2ccccc2)C1 (stereo not drawn)	-9	4	1	-6	-4	8	-5	8	6	5	10
Cc1cccc(CSc2cn(CC(=O)N3CCOCC3)c3ccccc23)c1	-62	4	-69	-41	-4	-70	-23	-69	2	-17	-46
CCCC1=Nc2cc(C(=O)NCCCOCC)ccc2Sc2ccccc21	21	17	28	38	-4	-4	-70	-18	48	8	12
O=C(Nc1ccccc1)c1nsnc1C(=O)Nc1ccccc1	-11	-4	-15	-1	-1	12	5	-33	2	-1	11
CC(Sc1nnc(Nc2ccccc2F)s1)C(=O)NC1CC1 (stereo not drawn)	-18	-1	-25	10	-10	-16	-13	-46	20	-12	31
CC1CCCC(N2CCN(S(=O)(=O)c3ccccc3)CC2)C1 (stereo not drawn)	-20	8	12	-22	-4	3	2	-18	11	25	-7
Cc1ccc(C(=O)N2CCN(Cc3ccc4c(c3)OCO4)CC2)cc1S(=O)(=O)N1CCOCC1	-4	2	-13	0	3	15	-8	3	-2	-8	13
Cn1c(=O)c2c(-c3ccccc3)n(-c3cc(C(=O)O)ccc3O)cc2n(C)c1=O	11	7	19	0	-33	1	-22	-3	5	2	/
O=C(Nc1nccs1)C1CCCCN1S(=O)(=O)c1ccccc1 (stereo not drawn)	-5	6	-4	-2	16	10	21	-8	5	-27	-6
CCCCCCCNC1=CC(=O)CC(c2ccco2)C1 (stereo not drawn)	-2	-7	-18	-13	9	-12	-1	0	-2	36	-3
CCN1CCc2nc(NC(=O)c3ccc4c(c3)OCCO4)sc2C1	-29	29	-107	-27	-27	-41	-38	-89	2	16	-24
COc1ccc(CNC(=O)COC(=O)c2sccc2C)cc1OC	-8	-16	-7	-4	2	-1	-18	3	-7	-4	0
CC(C)(C)CC(=O)NC(=S)Nc1ccccc1[N+](=O)[O-]	4	2	-1	-4	5	8	-18	2	-4	12	8
CCc1nc2ccc(C(=O)Nc3cc(-c4ccccc4)ccc3OC)cn2c1N(C)CCCc1ccccc1	-12	8	-18	-10	-6	-3	9	-3	6	-24	/
Nc1ccn(Cc2ccccc2F)n1	2	-3	4	18	-3	14	-3	-14	5	4	-1
NC(=O)c1ccsc1NC(=O)COC(=O)/C=C/c1ccccc1[N+](=O)[O-]	11	12	-1	-24	-14	-11	2	-65	19	17	7
O=C(COC(=O)c1ccccc1C(=O)c1ccc(Cl)c([N+](=O)[O-])c1)NC1CC1	65*	93*	-11	-99	-66*	-40	-73	-43	105*	95*	50*
COc1cc(C(=O)Nc2nc(-c3ccc(F)cc3)cs2)ccc1OCC(=O)N1CCOCC1	33	15	-8	11	1	-2	3	-12	-25	30	23
CSCCC(=O)N1C(C)CCCC1C(=O)O (stereo not drawn)	2	7	-15	-25	14	16	5	-14	-13	-11	0
O=C(NCc1ccccn1)C1(C(F)(F)F)C/C(=C\CCO)CCCO1 (stereo not drawn)	-1	-1	-1	2	-7	-4	-15	-4	7	6	-9
CC(C)CNS(=O)(=O)c1ccc(CCC(=O)NCCc2ccccc2)cc1	4	-14	4	-10	-3	-10	24	-33	12	4	-12
CCOC(=O)c1c(C)[nH]c(C)c1C(=O)COC(=O)c1ccc(O)cc1	7	-3	-15	-25	8	12	-5	-3	10	8	-6
COc1ccccc1CNc1nc2nc(C)c(Cl)c(=O)n2[nH]1	-9	8	8	3	-1	18	1	9	-6	5	-3
C#CCN(C[C@H]1[C@H](OC(=O)NCC2CCCCC2)[C@H](OC(=O)NCC2CCCCC2)C[C@H]2C(=O)N(c3ccccc3)C(=O)[C@@H]12)S(=O)(=O)c1ccc(C)cc1	-10	1	7	-12	5	11	12	-5	-5	0	-7
COc1ccccc1C1Nc2cccc3cccc(c23)N1	-8	-6	-2	-9	8	7	-7	-6	-15	5	6
COc1cccc(C(=O)Nc2cc(C(F)(F)F)ccc2Cl)c1	3	-5	11	11	6	8	7	-4	-4	15	-3
Cc1cccc(NS(=O)(=O)c2cc3c4c(c2)CCN4C(=O)CC3)c1C	-2	5	1	/	4	6	/	-24	-2	-2	5

Some of these compounds in order of formula weight, lowest first.
SMILES	TROY NFkB inh	TRAIL sens C8	LRH-1 inv ag	SRC2 inh	KKLEB tox	NCOA3 inh	NR2F2 inh	NCOA1 inh	CF NFkB inh	TWEAK-Fn14 inh	EBV LMP1 NFkB
Nc1ccn(Cc2ccccc2F)n1	2	-3	4	18	-3	14	-3	-14	5	4	-1
CSCCC(=O)N1C(C)CCCC1C(=O)O (stereo not drawn)	2	7	-15	-25	14	16	5	-14	-13	-11	0
COc1ccccc1C1Nc2cccc3cccc(c23)N1	-8	-6	-2	-9	8	7	-7	-6	-15	5	6
COc1ccccc1CNc1nc2nc(C)c(Cl)c(=O)n2[nH]1	-9	8	8	3	-1	18	1	9	-6	5	-3
COc1cccc(C(=O)Nc2cc(C(F)(F)F)ccc2Cl)c1	3	-5	11	11	6	8	7	-4	-4	15	-3
CCOC(=O)c1c(C)[nH]c(C)c1C(=O)COC(=O)c1ccc(O)cc1	7	-3	-15	-25	8	12	-5	-3	10	8	-6
Cc1cccc(NS(=O)(=O)c2cc3c4c(c2)CCN4C(=O)CC3)c1C	-2	5	1	/	4	6	/	-24	-2	-2	5
NC(=O)c1ccsc1NC(=O)COC(=O)/C=C/c1ccccc1[N+](=O)[O-]	11	12	-1	-24	-14	-11	2	-65	19	17	7
O=C(COC(=O)c1ccccc1C(=O)c1ccc(Cl)c([N+](=O)[O-])c1)NC1CC1	65*	93*	-11	-99	-66*	-40	-73	-43	105*	95*	50*
CCc1nc2ccc(C(=O)Nc3cc(-c4ccccc4)ccc3OC)cn2c1N(C)CCCc1ccccc1	-12	8	-18	-10	-6	-3	9	-3	6	-24	/
C#CCN(C[C@H]1[C@H](OC(=O)NCC2CCCCC2)[C@H](OC(=O)NCC2CCCCC2)C[C@H]2C(=O)N(c3ccccc3)C(=O)[C@@H]12)S(=O)(=O)c1ccc(C)cc1	-10	1	7	-12	5	11	12	-5	-5	0	-7

Assay outcomes from PubChem.

An unsorted share of the library; overall some 4.2% were active at least once.
